Screening data deposited in PubChem BioAssay by The Scripps Research Institute Molecular Screening Center.
M4 antag = CHRM4 antagonism in calcium assay; P08173; CHO-hM4 cells, ACh EC80, Fluo-8 calcium fluorescence; inhibition, % at 3 µM; 360,000 compounds, 0.73% hits; AID 624125;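 active = inhibition above its plate's cutoff, the mean inhibition of sample wells plus 3 SD, cut at about 27% in these data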;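 note: 0% = acetylcholine EC80 with DMSO and 100% = DMSO without agonist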
Target sequence (P08173 whole entry, looked up): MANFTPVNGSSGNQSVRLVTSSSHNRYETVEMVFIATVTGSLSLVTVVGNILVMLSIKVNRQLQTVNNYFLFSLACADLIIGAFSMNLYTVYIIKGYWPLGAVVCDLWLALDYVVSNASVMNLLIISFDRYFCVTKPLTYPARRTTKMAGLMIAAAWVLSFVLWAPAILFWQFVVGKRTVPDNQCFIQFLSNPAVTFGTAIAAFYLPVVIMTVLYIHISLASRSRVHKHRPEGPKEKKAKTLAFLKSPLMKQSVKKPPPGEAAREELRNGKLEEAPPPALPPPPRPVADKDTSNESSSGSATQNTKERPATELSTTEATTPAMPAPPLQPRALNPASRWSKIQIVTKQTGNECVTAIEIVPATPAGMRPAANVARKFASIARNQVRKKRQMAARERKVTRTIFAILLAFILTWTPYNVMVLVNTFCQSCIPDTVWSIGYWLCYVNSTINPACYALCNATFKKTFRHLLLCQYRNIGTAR
CHRM5 PAM = CHRM5 positive allosteric modulation; activation, % at 3 µM; AID 624038; 360,000 compounds, 0.3% hits; CHO-K1 hM5, Fluo-8 calcium, ACh EC20 PAM; 0% = ACh EC20, 100% = ACh EC100;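 active = activation above the run cutoff, the mean activation of all test compounds plus 3 SD, cut at about 18% in these data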
Target sequence (P08912 whole entry, looked up): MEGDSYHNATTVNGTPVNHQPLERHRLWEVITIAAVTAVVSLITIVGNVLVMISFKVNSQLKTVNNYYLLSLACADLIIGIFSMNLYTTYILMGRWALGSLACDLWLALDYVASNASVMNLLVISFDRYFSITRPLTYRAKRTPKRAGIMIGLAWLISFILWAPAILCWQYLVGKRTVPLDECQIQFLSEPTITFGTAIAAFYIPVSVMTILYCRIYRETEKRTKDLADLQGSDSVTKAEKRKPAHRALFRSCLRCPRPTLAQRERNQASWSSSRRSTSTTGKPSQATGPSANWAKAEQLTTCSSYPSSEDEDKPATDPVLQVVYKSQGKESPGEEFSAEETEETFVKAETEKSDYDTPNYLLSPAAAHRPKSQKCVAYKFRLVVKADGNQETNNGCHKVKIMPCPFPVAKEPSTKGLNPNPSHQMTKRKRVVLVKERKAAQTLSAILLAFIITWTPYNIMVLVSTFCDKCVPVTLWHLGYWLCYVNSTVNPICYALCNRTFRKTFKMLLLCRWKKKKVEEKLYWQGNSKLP
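System – CHO-K1 hM5 cells · Compound – 3 µM, single dose · Incubation – compound preincubation 140 s before EC20 acetylcholine addition · Technique – Fluo-8 calcium fluorescence · Measure – Max/basal fluorescence ratio as % of EC20–EC100 ACh window · Benchmarks – low control EC20 acetylcholine (0%), high control EC100 acetylcholine (100%) · Replication – singlicate, one well per test compound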
M4 PAM = CHRM4 positive allosteric modulation | P08173 | CHO-K1 hM4/Gqi5, Fluo-8 calcium fluorescence, ACh EC20; 0% = ACh EC20, 100% = maximal ACh | activation, % at 3 µM | 360,000 compounds, 0.4% hits | AID 624126;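 active = activation above its plate's cutoff, the mean activation of sample wells plus 3 SD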; note: some results filed as inactive read as strong as hits
CHO-K1 Ca antag = nonselective inhibitor or artifact in parental CHO-K1 cells | inhibition, % at 3 µM | ATP-induced calcium, Fluo-8 fluorescence | AID 602250 | 360,000 compounds, 0.6% hits;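 active = inhibition above a per-plate cutoff, the plate's mean sample inhibition plus 3 SD, cut at about 24% in these data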;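 note: 0% = DMSO plus EC80 ATP and 100% = DMSO alone without ATP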
M1 ag parental = M1 agonist counterscreen hit in parental CHO-K1 cells; 360,000 compounds, 0.48% hits; activation, % at 3 µM; Fluo-8 calcium fluorescence; scaled to maximal ATP response, vehicle zero; in the data active = activation above about 15%;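 note: untransfected CHO-K1 host cells lacking M1 receptor as counterscreen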
CHRM5 agonist = CHRM5 agonism in calcium assay. P08912. CHO-K1 hM5 cells, Fluo-8 calcium fluorescence; 0% DMSO wells, 100% maximal acetylcholine response. activation, % at 3 µM. 360,000 compounds, 0.19% hits. AID 624037;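 active = activation above the run's mean over test compounds plus 3 SD, cut at about 23% in these data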;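 note: signal is peak over basal fluorescence ratio across the kinetic read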
M1 PAM parental = M1 PAM counterscreen hit in parental CHO-K1 cells; ATP EC20, Fluo-8 calcium fluorescence; 0% at ATP EC20, 100% at ATP max; AID 602247; 360,000 compounds, 0.02% hits; activation, % at 3 µM;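 active = activation above the run cutoff, the mean activation of all test compounds plus 3 SD, cut at about 40% in these data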;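 note: peak over basal fluorescence ratio in a 140 s read after ATP addition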
CHRM4 agonist = CHRM4 agonism in calcium assay | 360,000 compounds, 0.14% hits | AID 624127 | activation, % at 3 µM | CHO-K1 hM4/Gqi5, Fluo-8 calcium fluorescence; vehicle 0%, full acetylcholine response 100% | P08173;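 active = activation above the run mean over all test wells plus 3 SD, cut at about 32% in these data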;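 note: peak over basal fluorescence ratio per well then scaled between controls; 0% = DMSO wells and 100% = acetylcholine at EC100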
CHRM5 antagonist = blocks acetylcholine activation of human M5 receptor; CHO-hM5 cells, Fluo-8 calcium fluorescence, ACh EC80; inhibition, % at 3 µM; 360,000 compounds, 0.59% hits; AID 624040;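 active = inhibition above a per-plate cutoff, the mean of that plate's test compounds plus 3 SD, cut at about 27% in these data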;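 note: 0% = acetylcholine EC80 with DMSO and 100% = DMSO without agonist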
An asterisk follows results filed as active; & = joins results of further samples. This is a random part of the collection; 2.7% or so of the library scored in one or more.

SMILES	M4 antag	CHRM5 PAM	M4 PAM	CHO-K1 Ca antag	M1 ag parental	CHRM5 agonist	M1 PAM parental	CHRM4 agonist	CHRM5 antagonist
CC(C)(C)OC(=O)N1CCC(NC(=O)c2[nH]cnc2C(=O)Nc2ccccc2F)CC1	5	-2	0	-11	0.3	0	15	0	4
O=C(NCCc1ccccc1)C(=O)NCC1CCCN1S(=O)(=O)c1ccccc1 (stereo unspecified)	0	-21	-8	2	6.0	3	15	23	20
O=C(CCN1CCc2ccccc2C1)Nc1ccc2c(c1)OCO2	4	2	9	-3	0.9	-2	18	1	0
C[C@H](CO)N1C[C@H](C)[C@@H](CN(C)S(=O)(=O)c2ccc(F)cc2)OCc2cn(nn2)CCCC1=O	0	8	-1	-10	-0.6	-1	5	0	-13
Cc1nc2nc(CSc3nnc(C)s3)cc(=O)n2[nH]1	-16&2	3&-3	2&-2	-8&-5	0.2&-0.1	-1&0	-6&15	0&1	6&3
CCOc1ccc(NC(=O)c2cccc(NC(=O)c3ccccc3)c2)cc1	9	-3	-7	6	4.4	1	0	8	7
CN1C/C(=C/c2ccsc2)C(=O)/C(=C/c2ccsc2)C1	-4	1	4	-8	0.6	-1	11	2	6
CCOc1ccccc1CNC(=O)C1Cc2cc(S(=O)(=O)N3CCCCC3)ccc2N1C(C)=O (stereo unspecified)	-4	-5	3	-6	1.6	-8	8	3	25
O=C(CCCCCNc1nc(=S)[nH]c2ccccc12)NCCc1ccc(Cl)cc1	-13	1	9	-13	6.4	0	28	4	9
O=C(NC12CC3CC(CC(C3)C1)C2)c1cc(F)c(F)cc1Cl	-2	1	-1	-18	1.9	0	27	-2	5
COc1ccc2c(c1)nc(SCC(=O)c1cccs1)n2C	6	1	14	-15	0.7	-1	10	2	7
COc1cccc(C(=O)NCC(=O)N/N=C/c2cccs2)c1	4	5	-1	0	0.2	-2	8	0	-6
CCOC(=O)N1CCN(C(=O)C(NC(=O)c2ccc(C(C)(C)C)cc2)C(C)C)CC1 (stereo unspecified)	-7	5	9	-20	-0.5	-1	-6	1	-5
NC(=O)NCCCC(=O)O	4	-6	-3	-4	0.3	4	-5	1	2
Cn1cccc1-c1cc(C(=O)N/N=C/c2ccccc2Cl)[nH]n1	-3	-6	1	-14	1.5	0	7	1	11
COc1ccc(NC(=O)c2ccc(NC(=O)CSc3nc(N)cc(=O)[nH]3)cc2)cc1	8	3	4	-13	-0.3	0	3	0	4
CC(C)(C)C(=O)Cn1c[n+](N)cn1	7	6	6	-4	-0.4	-3	10	0	5
COc1cccc(CCC(=O)N(C)C2CCCN(Cc3ccccc3F)C2)c1 (stereo unspecified)	-13	-1	-8	13	0.4	-5	-9	1	-18
COC(=O)c1nn2c(C(F)(F)F)cc(-c3ccc(Br)o3)nc2c1Br	2	3	16	-24	-1.1	1	-1	0	-12
C[C@H](CO)N1C[C@H](C)[C@@H](CN(C)S(=O)(=O)c2ccc(F)cc2)Oc2ccc(NC(=O)Nc3ccccc3)cc2C1=O	16	5	-8	-6	0.0	-2	1	0	4
Cc1cccc(NC(=S)NCc2ccc3[nH]c4c(c3c2)CCCC4)c1	11	-4	-4	3	0.1	0	-7	1	3
Cc1cc(C)nc(NS(=O)(=O)c2ccc(NC(=O)C(C)Oc3ccccc3F)cc2)n1 (stereo unspecified)	-9	-1	1	-4	0.6	-3	-1	1	19
C1CCc2nc3c(nc2C1)CCCC3	-4	5	6	0	0.5	1	15	1	-5
CNC(=O)C12CC3CC(C1)CC(c1ccc(C)cc1)(C3)C2	9	1	-1	-15	1.2	1	30	0	-1
Fc1ccc2cnc(-c3ccccc3)c(-c3cc(C(F)(F)F)cc(C(F)(F)F)c3)c2c1	0	3	7	-5	0.5	2	14	2	0
COc1ccc(-c2coc3cc4oc(=O)c5ccccc5c4cc23)cc1F	5	2	10	-3	0.1	0	0	1	1
CCOc1ccc(/C=N/NC(=O)NC23CC4CC(CC(C4)C2)C3)cc1O	8	-3	-9	4	-0.1	1	-6	4	9
COc1ccc(/C=C2\CCC(C3CCCC3)C2=O)cc1OC (stereo unspecified)	4	-1	-3	-17	0.5	-4	8	0	-3
CC(C)Cc1nnc(NC(=O)CC(C)c2ccccc2)s1 (stereo unspecified)	0	-3	-1	-3	-0.1	0	13	-1	1
COc1ccc(NS(=O)(=O)c2ccc(N3CCCC3)c(NC(=S)Nc3cccc(C)c3C)c2)cc1	6	-5	-9	-1	2.8	1	7	3	-1
Fc1ccccc1CCNc1nnnn1-c1ccccc1	-5	0	3	-2	1.8	0	2	2	4
O=C(Oc1cc(-c2ccccc2)no1)c1cccc(C(F)(F)F)c1	-6	12	8	-4	-0.1	-2	14	0	-3
CCOC(=O)c1cc2c(nc1NC(=S)Nc1ccccc1)CC(C)(CC)OC2 (stereo unspecified)	-8	3	6	23	-0.3	-2	-14	0	18
CCCCNC(=O)CC1N=C2c3ccccc3N=C(SCC(=O)Nc3ccc(OC)cc3)N2C1=O (stereo unspecified)	6	0	-2	-9	-0.5	-1	4	0	5
O=C(CCc1ccccc1)NCc1ccncc1	-4	3	2	-10	0.5	-16	16	0	-2
Cc1nn(S(=O)(=O)c2cccs2)c(C)c1Sc1ccc([N+](=O)[O-])cc1	7	-34	-13	1	4.4	-11	8	5	19
O=C1CN(C(=O)c2ccc(Br)o2)C(c2ccccc2)c2cc(Br)ccc2N1 (stereo unspecified)	-21	-2	-2	-10	3.3	1	28	8	-3
CCOC(=O)COc1cccc2c(=O)n(CC(=O)NCc3ccccc3)ccc12	-3	0	-6	-14	1.3	-1	25	1	6
Cc1nc(NC(=O)CCCC(=O)Nc2nc(C)c(C)s2)sc1C	10	-2	-2	1	0.5	0	7	3	5
O=C(CCl)Nc1ccccc1C(=O)c1ccccc1	-6	8	20*	-17	1.3	-12	20	0	4

Structures listed above that bear a hit mark in M4 PAM:
canonical_smiles | M4 antag | CHRM5 PAM | M4 PAM | CHRM5 agonist | CHRM4 agonist | CHRM5 antagonist
O=C(CCl)Nc1ccccc1C(=O)c1ccccc1 | -6 | 8 | 20* | -12 | 0 | 4

Next records follow.
SMILES	M4 antag	CHRM5 PAM	M4 PAM	CHO-K1 Ca antag	M1 ag parental	CHRM5 agonist	M1 PAM parental	CHRM4 agonist	CHRM5 antagonist
CC(NC(=O)COC(=O)c1ccc(S(=O)(=O)N2CCOCC2)cc1)c1ccccc1 (stereo unspecified)	-19	-3	8	-13	1.5	-1	0	5	4
O=C(COC(=O)CCc1nc2ccccc2c(=O)[nH]1)Nc1ccccc1OC(F)F	-17	6	4	9	-0.1	4	3	2	1
Cc1cccc(OCC(=O)NCC(=O)N/N=C/c2cc(Br)cc(Br)c2O)c1	-8	2	2	-12	0.6	-2	13	2	-2
CSc1nsc(SCC(=O)Nc2nc3ccc(C)cc3s2)n1	-2	7	9	0	1.1	-1	12	2	-5
O=C(C1CCN(C2CC(=O)N(c3ccc(Cl)cc3)C2=O)CC1)N1CCOCC1 (stereo unspecified)	-1	4	4	-9	0.1	-6	10	1	-5
COc1ccc(CCN(C)C(=O)c2cccc(S(=O)(=O)N3CCN(c4ccc(F)cc4)CC3)c2)cc1OC	-23	-28	-1	-7	11	0	-4	23	12
CC(=O)NCCc1ccc(C(=O)COC(=O)c2cccs2)cc1	-3	-3	4	11	-0.2	2	-3	1	0
Cn1nnnc1SCC(=O)NCc1cc([N+](=O)[O-])ccc1O	-4	0	11	-6	0.5	0	11	1	-5
COc1ccc(-c2oc3ccccc3c2C#CC(C)(C)O)cc1	-7	0	12	-12	-0.2	-2	5	-1	-5
Cc1ccc(N2CC(C(=O)Nc3cc(C(F)(F)F)ccc3N3CCCC3)CC2=O)cc1 (stereo unspecified)	0	-7	23	11	-0.1	1	-31	1	6

Among those listed so far, these have a nitro group on carbon:
SMILES	M4 antag	CHRM5 PAM	M4 PAM	CHO-K1 Ca antag	M1 ag parental	CHRM5 agonist	M1 PAM parental	CHRM4 agonist	CHRM5 antagonist
Cc1nn(S(=O)(=O)c2cccs2)c(C)c1Sc1ccc([N+](=O)[O-])cc1	7	-34	-13	1	4.4	-11	8	5	19
Cn1nnnc1SCC(=O)NCc1cc([N+](=O)[O-])ccc1O	-4	0	11	-6	0.5	0	11	1	-5

(listing goes on)
SMILES	M4 antag	CHRM5 PAM	M4 PAM	CHO-K1 Ca antag	M1 ag parental	CHRM5 agonist	M1 PAM parental	CHRM4 agonist	CHRM5 antagonist
CCN(CC)S(=O)(=O)c1ccc(NC(=O)c2ccc(NS(C)(=O)=O)cc2)cc1	6	-4	-1	-6	0.2	-1	14	1	6
C[C@@H]1CN([C@H](C)CO)C(=O)c2cc(NS(=O)(=O)c3cn(C)cn3)ccc2O[C@H]1CN(C)C(=O)Nc1ccccc1	2	-2	2	-13	0.1	2	2	0	11
O=S1OC(c2ccccc2)c2cc(Cl)ccc21 (stereo unspecified)	5	9	1	2	-1.0	-6	5	-1	-6
COCCN1Cc2cccc(C(=O)N3CCN(c4cc(C)ccc4C)CC3)c2C1=O	-28	-5	0	-2	0.8	-1	21	3	1
COC(=O)C1=C(C)N(CC2CC2)C(=NCc2cc(OC)c(OC)c(OC)c2)N[C@H]1c1ccccc1	6	5	12	-14	0.1	-2	13	3	5
COC(=O)CNC(=O)CN1C(=O)N(c2ccc(Cl)cc2)C(N(O)C(=O)Nc2ccc(Cl)cc2)C1(C)C (stereo unspecified)	3	3	4	-9	0.3	1	17	1	-5
C=CCNc1nc(Cl)ncc1F	-1	2	7	0	1.2	-1	8	1	-6
COc1ccc(N2CCN(S(=O)(=O)c3ccc(Cl)s3)CC2)cc1	-13	2	-4	-7	0.9	-1	-11	1	-2
COc1ccc(C(=O)O)cc1S(=O)(=O)Nc1cccc(C(F)(F)F)c1	10	4	9	-2	1.2	1	24	0	-1
CSc1cccc(NC(=S)N(CCCN2CCCC(C)C2)Cc2cccs2)c1 (stereo unspecified)	22	-4	-26	18	1.0	-17	-21	4	3
O=C(Nc1ccccn1)Nc1cccs1	2	2	5	-21	2.2	1	16	2	6
COc1cccc(C(=O)N/N=C(/c2ccccc2)c2ccccn2)c1	1	-1	7	1	4.9	-3	-4	2	5
Cc1ccc(-c2nn3c(C)nnc3c3ccccc23)cc1S(=O)(=O)NCCO	-3	-16	-4	5	4.5	4	-6	17	7
N#CCSc1nnc(COc2cccc3ccccc23)n1-c1ccccc1	5	-8	-4	1	2.7	-2	17	6	5
Cc1ccc(-n2nc(C)c3c(C)c(CCC(=O)NC(C)c4ccccc4)c(C)nc32)cc1 (stereo unspecified)	-2	2	1	11	-0.1	0	-4	0	-1
CCCNC(=O)c1ccc(COc2cccc3ccccc23)o1	0	-5	-6	1	4.8	-3	11	9	9
CN1CCN(c2ncc3c(n2)CC(c2ccccc2F)CC3=O)CC1 (stereo unspecified)	8	-12	-17	9	5.2	-15	-2	14	18
CCCN(CCC)S(=O)(=O)c1ccc(C(=O)Nc2nnc(COC)o2)cc1	0	6	17	-4	-0.1	-2	17	0	-2
N#CC1=C(N)C(C#N)(C#N)C(c2cccnc2)C2CC(c3ccccc3)CC=C12 (stereo unspecified)	-5	0	18	-11	1.2	-2	20	1	10
CCCN1Cc2cccc(C(=O)NCCCOC(C)C)c2C1=O	4	-2	-5	12	-0.4	-1	7	3	-7
